Hsp70 inhibitors = Hsp70 inhibitors, probe displacement, primary screen, biochemical, fluorescence polarization (AID 583) | Heat shock 70 kDa protein 1A (Homo sapiens) | Hsp70 fluorescence polarization probe displacement, mP; higher % means a stronger effect | displacement, % at 20 µM, or IC50 in µM where a hit was titrated | 0.06% of 140,000 active; in the data active means displacement above about 50%;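 further: plate controls were vehicle for no effect and reference ligand for full effect; a part of the inactive calls stands beside numbers as strong as those of hits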
Rat MKP-3 inhibitors = MKP-3 phosphatase inhibitors, primary screen, biochemical, rat enzyme, in vitro (AID 425) | inhibition, % at 20 µM, or IC50 in µM where a hit was titrated | 0.17% of 110,000 active | recombinant MKP-3 phosphatase activity, fluorescence; higher % means a stronger effect | Dual specificity protein phosphatase 6 (Rattus norvegicus); in the data active means inhibition above about 50%;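 further: plate controls were vehicle for no effect and reference inhibitor for full effect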
An asterisk follows results filed as active; x = not tested or not shown; & = joins results of further samples. Not all compounds are listed; the hit share may differ from the screen's.

Hsp70 inhibitors	Rat MKP-3 inhibitors	SMILES
4.0%	5.1%	C=CCNC1=C(Cl)C(=O)c2ccccc2C1=O
20.1%	1.2%	COC(=O)c1ccc2c(c1)SC1=C(CCCC1=O)N2
-2.4%	-9.8%	O=C(NCC(=O)N(c1ccccc1)C(C(=O)NC1CCCCC1)c1ccncc1)c1ccco1 (stereo not given)
2.9%	0.1%	COc1ccc(-c2cc(-c3ccccc3)nc(=O)[nH]2)cc1
0.7%	8.2%	C/C=C/C=C/C(=O)Nc1cccc(C(=O)/C=C/c2ccccc2)c1
-1.9%	-15.1%	COc1ccc2c(c1)c1nnc(SCC(=O)N3CCCCC3C)nc1n2C (stereo not given)
3.4%	-0.2%	COc1ccc(NC(=O)Nc2nnc(-c3ccc(C)cc3)s2)cc1
-0.6%	-2.8%	CN1CCN(NC(=S)Nc2ccc([N+](=O)[O-])cc2)CC1
1.5%	2.4%	CCOCC(=O)Nc1nc2ccc(OC)cc2s1
0.8%	-10.0%	O=S1(=O)CC(O)C(NCc2cccnc2)C1 (stereo not given)
0.2%	-9.7%	Cc1ccc(S(=O)(=O)N(CCC#N)CCN2CCCC2)cc1
5.4%	x	COc1ccc(OC)c(S(=O)(=O)NC(C)(C)C)c1
-2.5%	-1.5%	Cn1cnnc1SCc1ccc(C(=O)n2ncc(C#N)c2N)cc1
-6.3%&-6.4%	4.2%	O=C(CN1CCOCC1)Nc1c(-c2ccccc2)c2cc(Br)ccc2[nH]c1=O
x	-5.4%	COc1ccc(C(=O)n2nc(C)cc2C)cc1Br

The final 5 records of the section before lead into the next.
Hsp70 inhibitors	Rat MKP-3 inhibitors	SMILES
0.2%	-9.7%	Cc1ccc(S(=O)(=O)N(CCC#N)CCN2CCCC2)cc1
5.4%	x	COc1ccc(OC)c(S(=O)(=O)NC(C)(C)C)c1
-2.5%	-1.5%	Cn1cnnc1SCc1ccc(C(=O)n2ncc(C#N)c2N)cc1
-6.3%&-6.4%	4.2%	O=C(CN1CCOCC1)Nc1c(-c2ccccc2)c2cc(Br)ccc2[nH]c1=O
x	-5.4%	COc1ccc(C(=O)n2nc(C)cc2C)cc1Br
-3.2%	-1.4%	CC(C)(C)NS(=O)(=O)c1ccc2ccccc2c1
2.8%	-0.3%	COc1ccc(C(=O)Nc2ccc(Cc3ccncc3)cc2)cc1[N+](=O)[O-]
-3.6%	-5.3%	N=c1ccn(Cc2ccc(Cl)c(Cl)c2)cc1
-1.8%	-5.3%	COc1ccc(C(CC(=O)c2ccc(O)cc2)S(=O)(=O)c2ccc(C)cc2)cc1 (stereo not given)
-3.2%	5.0%	CC1(C)CC(=O)C2=C(C1)NC1=C(C(=O)c3ccccc31)C2c1ccc(OCc2ccccc2)cc1 (stereo not given)
-4.1%	1.2%	Cc1ccc(C(O)(C(=O)NCc2ccc(N(C)C)cc2)c2ccc(C)cc2)cc1
3.1%	2.3%	Cc1cccc(N2CCN(C(=S)c3ccc(-c4ccccc4[N+](=O)[O-])o3)CC2)c1
7.6%	x	CC(C)CN1CCC(C(=O)NCC2CCCO2)CC1 (stereo not given)
9.7%	8.0%	CCOC(=O)c1ccc2c3c(onc13)-c1ccccc1C2=O
0.6%	-9.1%	COCCNC(=O)CN1C(=O)CSc2cc(S(=O)(=O)N3CCCCCC3)ccc21
-0.6%	0.9%	O=C(NN1C(=O)c2ccccc2C1=O)c1cccs1
-0.2%	0.3%	CN(C)c1cccc(C(=O)Nc2nccs2)c1
0.6%	-0.1%	O=C(CSc1ncccc1C(=O)O)c1ccc(Cl)cc1
-0.5%	-21.7%	O=C(O)CCCNS(=O)(=O)c1ccc(Br)s1
0.3%	-2.7%	Cc1ccc(S(=O)(=O)N(Cc2ccccc2)c2ccccc2C(=O)Nc2ccc(C)c(C)c2)cc1
-1.9%	0.3%	COc1ccc(C2NC(c3ccc(OC)cc3)C3CCCC2C3=O)cc1 (stereo not given)
10.9%	3.4%	Cn1cnc2c1c(=O)[nH]c(=O)n2C
-4.7%	x	Cc1cccc(NC(=O)CCOc2ccccc2)c1
4.8%	-9.1%	COc1ccc(C)cc1S(=O)(=O)NC1CCCC1
x	2.1%	O=C(NCc1ccco1)N1c2ccccc2Sc2ccccc21
-0.5%	-0.4%	COc1ccccc1-c1nc(-c2ccncc2)no1
1.2%	x	CCCC1CCc2c(sc(NC(=O)c3cccs3)c2C(N)=O)C1 (stereo not given)
-1.7%	-0.3%	CCCOc1cccc(C(=O)Nc2cccc(S(N)(=O)=O)c2)c1
-5.6%	x	O=C(CSC1=NCCS1)Nc1nc2ccccc2s1
2.2%	1.9%	O=[N+]([O-])c1cccc(C(=S)N2CCOCC2)c1
2.2%	2.2%	NC1=NC(=O)/C(=C/c2ccccc2OS(=O)(=O)c2ccc([N+](=O)[O-])cc2)S1
-2.3%	2.8%	Cc1onc(-c2ccccc2)c1C(=O)Nc1ccc(O)c(C(=O)O)c1
1.0%	-5.3%	CCOc1ccc(NC(=O)Nc2cc(C)on2)cc1
1.9%	-0.9%	COc1ccc(CNS(=O)(=O)c2ccc3oc(C(=O)O)c(C)c3c2)cc1
0.9%	-9.0%	Cn1c(=O)c2c(nc(N3CCC(C(N)=O)CC3)n2CCSc2nc3ccccc3s2)n(C)c1=O
-2.6%	2.9%	COC(=O)C1=C(C)N=c2s/c(=C\c3ccc(Cl)cc3)c(=O)n2C1c1ccc(OC)c(OC)c1 (stereo not given)
5.3%	-0.8%	CSc1nc2ccccc2n1CC(=O)NC(c1ccccc1)c1ccccc1
2.2%	-11.6%	COc1ccc2c(c1)Cc1sc(NC(=O)c3cccs3)nc1-2
-1.5%	3.3%	Cc1ccccc1-c1n[nH]c(=S)n1C
1.7%	-2.9%	O=C(c1ccc(CS(=O)(=O)c2ccc(Br)cc2)o1)N1CCN(c2ccccn2)CC1
3.1%	-3.0%	CN1C(=O)/C(=N/OC(=O)c2ccc(Cl)cc2)c2ccccc21
1.4%	-1.1%	O=C(O)/C=C\C(=O)Nc1ccc(C(=O)c2ccccc2)cc1
-5.7%	0.2%	CCc1c(C)nc2ccc(C)cc2c1SCC(=O)O
x	-1.4%	COC(=O)CN1C(=O)C2(C(C#N)=C(N)Oc3n[nH]c(-c4cccs4)c32)c2ccccc21 (stereo not given)
3.3%	-0.9%	C=C(C)CSc1nnc2n(-c3ccc(OC)cc3)c(=O)c3c4c(sc3n12)CCCC4
-8.9%	-13.2%	O=S(=O)(NC1CCCCC1)c1cccc(-c2nnc(-c3ccccc3)o2)c1
3.1%	-1.7%	N#Cc1cnc(N)c(C#N)c1Nc1ccccc1
-3.4%	-1.6%	COc1ccccc1CC(=O)Nc1cccc(F)c1
1.9%	x	Cc1cc(N2CCN(Cc3ccccc3)CC2)n2nc(C)c(-c3ccccc3)c2n1
1.9%	x	Cc1cccc(C)c1NC(=O)NC1(C(=O)NCCCN2CCOCC2)CCCCC1

Five structures out of the list, ordered by count of non-hydrogen atoms, descending.
Hsp70 inhibitors	Rat MKP-3 inhibitors	SMILES
-2.6%	2.9%	COC(=O)C1=C(C)N=c2s/c(=C\c3ccc(Cl)cc3)c(=O)n2C1c1ccc(OC)c(OC)c1 (stereo not given)
x	-1.4%	COC(=O)CN1C(=O)C2(C(C#N)=C(N)Oc3n[nH]c(-c4cccs4)c32)c2ccccc21 (stereo not given)
1.7%	-2.9%	O=C(c1ccc(CS(=O)(=O)c2ccc(Br)cc2)o1)N1CCN(c2ccccn2)CC1
2.2%	-11.6%	COc1ccc2c(c1)Cc1sc(NC(=O)c3cccs3)nc1-2
-1.5%	3.3%	Cc1ccccc1-c1n[nH]c(=S)n1C

Next section:
Hsp70 inhibitors	Rat MKP-3 inhibitors	SMILES
-39.1%	74.7%*	Cc1nn(-c2ccccc2)c(C)c1Sc1ccc(Cl)cc1
0.5%	-3.9%	CCCOc1ccc(/C(O)=C2\C(=O)C(=O)N(CCCOC)C23C(=O)N(C)c2ccccc23)cc1 (stereo not given)
1.3%	1.4%	CCOC(=O)c1c(-c2cccs2)csc1NC(=O)CSc1ncn[nH]1
-0.5%	-3.7%	COc1ccc(C)cc1S(=O)(=O)N(CC(=O)N1CCCC1)c1ccccc1
3.8%	-3.6%	O=C(NC1CSC/C1=N\O)c1ccccc1 (stereo not given)
0.6%	-0.9%	Cc1c(Cl)c([N+](=O)[O-])nn1CC(=O)Nc1ccc(S(N)(=O)=O)cc1
6.9%	5.8%	C#CCN1C(=O)C(=O)c2cc(Br)ccc21
-4.2%	0.4%	COc1cc2c(cc1OC)C(c1ccc(C)o1)SC(c1ccc(C)o1)=N2 (stereo not given)
-2.6%	7.7%	Cc1cc(C(=O)OCC(=O)NCCc2ccccc2)c(C)o1
-9.5%	-1.7%	O=C(c1cc(-c2ccc3c(c2)OCO3)on1)N1CCOCC1
-13.4%	x	COc1ccc(C(c2nnnn2Cc2ccccc2)N2CCN(c3nc4ccccc4s3)CC2)cc1OC (stereo not given)
-2.0%	-4.7%	CC(=O)OC(C(=O)NC1CCCCC1)c1ccc(C)cc1 (stereo not given)
4.0%	5.5%	O=C(Nc1nc2c(s1)CCCC2)C1COc2ccccc2O1 (stereo not given)
1.5%	1.0%	O=C(/C=C/c1cccc(NC(=O)c2ccc([N+](=O)[O-])cc2)c1)c1ccccc1
8.2%	5.0%	CCCn1c(=O)c2ccccc2n2c(SCc3nnc(-c4ccccc4Br)o3)nnc12
-0.8%	2.5%	O=C(Nc1ccccc1C(=O)Nc1ccccc1Cl)c1ccco1
1.9%	x	Cc1cc2nc(C)n(CCCNC(=O)Nc3ccc(F)cc3)c2cc1C
3.9%	-1.4%	CC1S/C(=N/N=C/c2ccccc2Cl)NC1=O (stereo not given)
6.5%	-9.8%	CCOCCn1c(N2CCN(c3ccccc3)CC2)nc2c1c(=O)n(C)c(=O)n2C
-5.6%	0.1%	O=C(CSc1ccc(C(=O)O)cc1)Nc1ccccc1
5.7%	x	CCOC(=O)c1cc(C)sc1NC(=O)CCC(=O)O
-3.7%	-6.2%	CCCCn1c(=O)[nH]c2ccccc21
3.8%	4.0%	COc1cccc2cc(C(=O)Nc3cccc(C)n3)c(=O)oc12
7.0%	0.3%	COc1cc(/C=C2\SC(=N)N(c3ccc4c(c3)OCO4)C2=O)ccc1OCC(=O)O
5.6%	1.2%	O=C(Nc1ncccc1Cl)C1CCCO1 (stereo not given)
2.0%	-2.3%	CC1(C)CC(NC(=O)c2cccc(Br)c2)CC(C)(C)N1
-3.3%	-2.3%	COc1ccc(Cl)cc1NC(=O)c1ccc(C(=O)Nc2cc(Cl)ccc2OC)cc1
2.5%	5.5%	O=C(N=Nc1c(O)n(CN2CCOCC2)c2ccccc12)c1ccncc1
4.6%	-10.9%	CC(C)CNS(=O)(=O)c1ccc(CCC(=O)O)cc1
-8.1%	8.0%	Cc1ccc(-n2c(CSc3nc(C)cc(C)n3)nnc2SCC(=O)NCc2ccco2)cc1
-3.5%	-18.1%	O=C(c1ncc[nH]1)c1ccco1
-2.1%	-2.4%	COc1cccc(-c2nc(-c3cccnc3)no2)c1
3.5%	2.9%	N/C(=N\c1nc2ccccc2o1)NC(=O)c1ccc(F)cc1
4.4%	16.6%	CCOc1cc(OCC)cc(C(=O)Nc2ccc(-c3nc4ncccc4o3)cc2)c1
2.6%	-10.0%	NC(=O)c1cc(-c2ccccc2)nc(N2CCCCCC2)n1
3.1%	-3.4%	O=C(O)CCSc1nc2ccccc2n1Cc1ccccc1
-5.1%	2.5%	CCc1ccc(-c2nc(-c3cccnc3)no2)cc1
-1.5%	-8.1%	Cc1ccc(S(=O)(=O)N2CCCCC2)cc1[N+](=O)[O-]
4.3%	x	CCCCNC(=O)n1c(=O)oc2ccc(Cl)cc21
1.5%	x	CCOC(=O)c1sc(NC(=O)CSc2nnc(Cc3ccccc3)o2)c(C(=O)OCC)c1C
-2.1%	x	O=C(CC1CCCCC1)Nc1ncn[nH]1
7.9%	-7.0%	CC(C)Nc1nc(NC(C)C)nc(Oc2ccc(/C=N/O)cc2)n1
2.6%	-3.8%	CCCCCOc1ccccc1C(=O)NCCCC(=O)O
-0.1%	-8.8%	CC(=O)NC(CCS(C)(=O)=O)C(=O)Nc1cccc2ccccc12 (stereo not given)
-2.8%	0.3%	CN(N)c1nc(N2CCCCC2)nc(N2CCCCC2)n1
8.8%	-0.4%	Cc1cccc(C(=O)NC2CCN(CC(=O)N3CCOCC3)CC2)c1
0.5%	2.9%	C1=CC2CC1CC2CN1CCN(Cc2cccnc2)CC1 (stereo not given)
-1.1%	4.2%	CC(C)C12CN3CC(C(C)C)(CN(C1)C3c1ccc3c(c1)OCO3)C2=O (stereo not given)
3.0%	2.0%	C/C(=N\N1CCN(Cc2ccc(Cl)cc2)CC1)c1ccccc1O
0.8%	-0.3%	CCOC(=O)c1sc(NC(=O)CN2CCCCC2)c(C(=O)OCC)c1C
-0.5%	-1.6%	CCOC(=O)c1ccccc1NC(=O)Cn1cnc2c(cnn2-c2ccc(OC)cc2)c1=O
0.2%	0.1%	CCn1cc(C(=O)N2CCN(C(=O)c3ccco3)CC2)c2cc(OC)c(OC)cc2c1=O
6.7%	-10.1%	C=CCc1ccccc1OCC(O)CN(C(C)C)C(C)C (stereo not given)
0.3%	4.8%	CC1(C)Cc2c(C#N)c(NCCN3CCOCC3)nc(-c3ccco3)c2CO1
1.0%	-1.0%	CS(=O)(=O)N1CCN(CC2CC3C=CC2C3)CC1 (stereo not given)
2.9%	0.2%	CCn1c(SCC(=O)Nc2cc(NC(C)=O)ccc2OC)nnc1-c1ccccn1
0.1%	-2.1%	COC(=O)C1=C(C(=O)OC)SC2(S1)C(C(=O)OC)=C(C(=O)OC)SC1=C2c2cccc(OC)c2NC1(C)C

Single records, from the list above. Order of values: Hsp70 inhibitors | Rat MKP-3 inhibitors
O=C(O)CCCNS(=O)(=O)c1ccc(Br)s1 is entered as -0.5% | -21.7%
CCn1cc(C(=O)N2CCN(C(=O)c3ccco3)CC2)c2cc(OC)c(OC)cc2c1=O is entered as 0.2% | 0.1%

Source: PubChem BioAssay
